Source: PubChem (Sanford-Burnham Center for Chemical Genomics)
APOBEC3G inh: APOBEC3G DNA deaminase inhibitors, primary screen, biochemical, fluorescence, single-stranded DNA substrate, uHTS; inhibition, % at 20 µM; hit rate 0.28% among 330,000; recombinant A3G, ssDNA deamination FAM/TAMRA fluorescence; AID 493012, 2011; DNA dC->dU-editing enzyme APOBEC-3G (Homo sapiens), Q9HC16;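 active means inhibition of at least 40% at 20 µM, with no more than 30% in the related APOBEC3A deaminase screen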;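 further: plate controls were DMSO wells with A3G for no effect and wells lacking A3G enzyme for full effect; some compounds called inactive have numbers as strong as hits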
Target sequence (Q9HC16 whole entry, looked up): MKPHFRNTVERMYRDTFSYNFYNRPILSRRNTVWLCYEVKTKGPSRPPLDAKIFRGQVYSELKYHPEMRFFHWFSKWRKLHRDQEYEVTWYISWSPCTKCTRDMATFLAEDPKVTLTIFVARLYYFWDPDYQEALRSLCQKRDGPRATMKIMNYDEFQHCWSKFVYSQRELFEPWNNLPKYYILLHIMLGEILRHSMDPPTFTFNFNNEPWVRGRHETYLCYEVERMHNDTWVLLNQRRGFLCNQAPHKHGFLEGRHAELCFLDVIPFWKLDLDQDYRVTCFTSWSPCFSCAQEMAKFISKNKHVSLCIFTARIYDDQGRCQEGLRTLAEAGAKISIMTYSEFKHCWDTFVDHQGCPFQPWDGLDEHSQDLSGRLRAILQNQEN
CCR6 antag: CCR6 receptor antagonists, primary screen, cell-based, CHO-K1, luminescence, beta-arrestin, uHTS. AID 493098, 2011. C-C chemokine receptor type 6 (Homo sapiens), P51684. inhibition, % at 20 µM. hit rate 0.49% among 340,000. CHO-K1 CCR6 PathHunter beta-arrestin, CCL20-stimulated;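 active means compounds whose inhibition of the agonist-driven luminescence signal at 20 µM reaches about 50%, limit read from the data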;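 further: cells stimulated with CCL20 at 14 nM final; plate controls were DMSO with CCL20 for no effect and DMSO without agonist for full effect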
EBI2 block: EBI2 receptor antagonists, beta-arrestin recruitment, primary screen, cell-based, luminescence, 7a,25-OHC stimulation, uHTS | G-protein coupled receptor 183 (Homo sapiens), P32249 | 7a,25-OHC stimulated | inhibition, % at 5 µM | hit rate 0.81% among 360,000 | AID 651636, 2012; in the data active means inhibition above about 38%;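 further: enzyme fragment complementation signal reports receptor beta-arrestin coupling in cells; 0% = agonist plus DMSO wells and 100% = wells without agonist; some results beyond the cut were filed as inactive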
Target sequence (P32249 whole entry, looked up, the tested form may be a part): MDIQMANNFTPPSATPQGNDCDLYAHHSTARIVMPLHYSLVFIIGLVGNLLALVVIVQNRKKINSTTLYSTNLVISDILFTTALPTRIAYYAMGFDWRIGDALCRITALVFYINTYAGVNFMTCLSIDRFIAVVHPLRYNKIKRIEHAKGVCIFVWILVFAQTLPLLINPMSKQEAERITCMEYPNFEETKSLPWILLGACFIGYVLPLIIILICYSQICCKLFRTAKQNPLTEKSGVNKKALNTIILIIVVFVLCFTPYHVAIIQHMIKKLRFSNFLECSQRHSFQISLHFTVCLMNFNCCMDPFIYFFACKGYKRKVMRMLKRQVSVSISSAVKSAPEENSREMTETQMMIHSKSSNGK
MPTP inh: mitochondrial permeability transition pore inhibitors, primary screen, biochemical, isolated mouse mitochondria, absorbance; Ca2+ swelling absorbance, 30 min; inhibition, % at 10 µM; hit rate 1.4% among 360,000;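 active means inhibition of 50% or more, scaled per plate between neutral and stimulator controls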;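 further: 0% = DMSO wells given calcium and 100% = 1 mM EGTA wells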
Gli-Sufu antag: Gli-Sufu pathway antagonists, primary screen, luciferase luminescence, Sufu-KO-LIGHT cells, uHTS | Sufu-KO-LIGHT fibroblasts, Gli luciferase reporter luminescence | inhibition, % at 5 µM | hit rate 0.74% among 340,000;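 active means inhibition above about 55%, limit read from the data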;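 further: 0% = DMSO-treated cells and 100% = wells with medium but no cells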
GRIN3A LBD mod: binders of NR3A ligand-binding domain, primary screen, biophysical, differential scanning fluorimetry, uHTS | Glutamate receptor ionotropic, NMDA 3A (GRIN3A) ligand-binding domain | NR3A LBD differential scanning fluorimetry, Tm shift; 0% = protein alone, 100% = glycine-bound protein | Tm shift relative to glycine control, % at 25 µM | hit rate 2.5% among 340,000;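 active means melting temperature shift of at least 10% of the positive control shift, at one fixed dose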
A3A deaminase: APOBEC3A ssDNA deaminase inhibitors, primary screen, selectivity assay for APOBEC3G inhibitor project, biochemical, FAM/TAMRA oligo cleavage fluorescence; inhibition, % at 20 µM; recombinant A3A, FAM/TAMRA ssDNA deamination fluorescence; DNA dC->dU-editing enzyme APOBEC-3A (Homo sapiens), P31941; hit rate 0.41% among 330,000;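 active means at least 40% inhibition at 20 µM here, with at most 30% in a related deaminase screen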;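 further: plate controls were A3A with DMSO for no effect and wells lacking A3A enzyme for full effect; some results filed as inactive read as strong as hits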
Target sequence (P31941 whole entry, looked up): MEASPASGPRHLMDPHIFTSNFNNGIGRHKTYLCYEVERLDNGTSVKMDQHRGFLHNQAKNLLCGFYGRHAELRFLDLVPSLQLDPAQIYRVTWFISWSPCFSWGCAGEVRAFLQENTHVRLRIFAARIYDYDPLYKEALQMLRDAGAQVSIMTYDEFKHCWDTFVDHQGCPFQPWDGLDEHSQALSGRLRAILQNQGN
CXCR6 block: CXCR6 receptor inhibitors, primary screen, cell-based, beta-arrestin, luminescence, CHO-K1 PathHunter, 1536-well; C-X-C chemokine receptor type 6 (Homo sapiens), O00574; inhibition, % at 20 µM; hit rate 0.36% among 360,000; AID 602244, 2012; in the data active means inhibition above about 34%, passing the limit was not always enough;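 further: antagonist mode with CXCL16 agonist at 10 nM final; 0% = 10 nM CXCL16 with DMSO and 100% = unstimulated wells without agonist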
* = called active by the depositor; . = no result given. An unsorted share of the library; overall some 5.8% were active at least once.

Structure	GRIN3A LBD mod	CXCR6 block	Gli-Sufu antag	EBI2 block	APOBEC3G inh	A3A deaminase	CCR6 antag	MPTP inh
c1ccc2c(c1)nc(NCc1ccc3c(c1)OCO3)n2CCN1CCOCC1	-4	-4	22	-8	-4	0	-3	1.4
Cc1ccc(S(=O)(=O)N2[C@@H](c3ccc(Cl)c(Cl)c3)C(C(=O)O)=C[C@H]2CC2CCCC2)cc1	-7	-1	0	0	-3	-1	5	0.6
CCOc1cc(N2CCOCC2)c(OCC)cc1NC(=O)c1[nH]c(C)c(C(C)=O)c1C	-4	2	19	3	-7	0	0	-0.4
CN(Cc1ccccc1)C(=O)CN(c1ccccc1Cl)S(C)(=O)=O	1	9	-3	9	-4	2	13	0.4
CC[N+](CC)(CC#Cc1ccccc1)CC#Cc1ccccc1	-1	2	68*	0	-6	-2	-5	5.9
CC(C)NC1(C#N)CCN(Cc2ccccc2)CC1	-1	0	-3	-23	.	.	1	-0.6
CC(C)(C)OC(=O)N[C@@H](Cc1ccccc1)c1nnc(S(=O)(=O)Cc2cccc(F)c2)o1	-29	.	8	.	-8	-3	69*	.
CC(C)[C@H](NC(=O)c1ccc(Br)cc1)C(=O)NC1CCCCC1	0	9	-11	16	-9	2	3	-1.1
CC(=O)c1sc2ccccc2c1OC(=O)c1ccco1	2	-11	20	-53	4	0	13	-4.3
Cc1nc(-c2cccc(N)c2)cs1	-4	-5	-4	1	1	1	1	-1.3
CC(C)NC(=O)Nc1cccc2c1O[C@H](CN(C)C(=O)NC1CCCCC1)[C@H](C)CN([C@H](C)CO)C2=O	-4	0	0	10	-10	-3	8	-1.4
CCC1(CC)NC(=O)N(CC(=O)Nc2ccc(OCc3ccccc3)cc2)C1=O	1	2	-4	-2	-1	11	3	-0.3
O=C(Nc1ccc2c(c1)OCCO2)c1cccc(S(=O)(=O)N2CCOCC2)c1	1	-6	-34	3	-3	1	-11	4.3
CCN(CC)C(=O)Oc1ccc2c(=O)c(-c3ccccc3)coc2c1	-4	-8	33	19	-8	-8	13	-0.6
O=C(NN1C(=O)C2C(c3ccccc3)C=CC(c3ccccc3)C2C1=O)c1ccccc1 (centres undefined)	9	-3	3	-4	-9	-2	9	-0.6
C=CCN(CC=C)S(=O)(=O)c1ccc(C(=O)Nc2sc3c(c2C(N)=O)CCCCC3)cc1	-7	1	11	-15	0	5	5	3.6
Cc1cccc(NS(=O)(=O)c2cccc3nonc23)c1	0	-8	-7	-19	-5	2	13	1.0
CC1Cn2c(COc3ccccc3)nnc2S1 (centres undefined)	-2	-4	-3	-1	0	-1	11	0.5
COC(=O)c1ccc(/C=N\N2CCN(Cc3ccc(C)cc3)CC2)cc1	7	-6	-1	3	-1	-2	-2	4.7
CC(Oc1ccc(Br)cc1)C(=O)Nc1nc(-c2ccccn2)cs1 (centres undefined)	-11	93*	17	6	5	15	84*	-1.4
CN(C)c1ccc(/C=N/NC(=O)C(O)c2ccc(Br)cc2)cc1 (centres undefined)	-1	-10	-2	7	4	-8	-6	-2.3
COc1ccc(/C=N/n2cnc3c([nH]c4ccccc43)c2=O)cc1CO	1	2	2	9	1	7	5	-0.7
CCC1CC(C)(C(=O)Nc2ccc(S(N)(=O)=O)cc2)OC1=O (centres undefined)	-2	-2	6	-2	-7	-4	5	-0.9
CCSc1nc2sc3c(c2c(=O)n1-c1ccccc1)CCN(C)C3	0	-4	-18	1	-3	-2	10	2.1
Cc1cc(NC(=O)CCN2CCC(C)CC2)ccc1Br	1	4	21	15	-5	-6	11	2.0
COc1cc(OC)cc(C(=O)Nc2ccc(NC(=O)c3ccco3)c(C)c2)c1	-2	1	-45	3	2	2	-1	1.8
CCOC(=O)C1(CCOc2ccccc2)CCN(CC2CC2)CC1	1	7	-14	-3	-10	-6	-2	-0.1
CCO[C@H]1OC(C(=O)O)=C[C@@H](C2CCCCC2)[C@@H]1CCCO	-1	2	-6	-15	-5	-1	-10	-1.5
Oc1ccc(-c2nccs2)cc1	-12	3	-31	4	.	.	-2	-2.0
O=C1c2ccccc2N(Cc2ccc(Cl)cc2)C2=NCCN12	0	2	8	8	-9	-3	17	1.1

(list continues)
Structure	GRIN3A LBD mod	CXCR6 block	Gli-Sufu antag	EBI2 block	APOBEC3G inh	A3A deaminase	CCR6 antag	MPTP inh
CCN1C(=O)c2cccc3c(S(=O)(=O)NCc4cccnc4)ccc1c23	0	6	3	-2	5	3	7	-4.3
CCCNC(=O)/C=C/c1ccc(S(=O)(=O)Nc2ccccc2OC)cc1	0	3	1	9	-3	1	9	0.1
CCCCCCCCN1[C@@H](CC(=O)OCC)c2ccc(C(F)(F)F)cc2S1(=O)=O	-18	-4	21	11	16	4	13	0.2
O=C(NNc1c(Cl)cccc1Cl)C1CCC1	0	-3	-2	0	-6	-5	1	1.8
CN(CC(=O)NCc1ccco1)CC(=O)Nc1c(Cl)cccc1Cl	1	5	6	-15	-2	-1	0	-3.0
CCOC(=O)Cc1csc(NC(=O)CSc2ncnc3c2cnn3-c2ccc(OC)cc2)n1	-4	1	37	26	7	-3	-8	-2.3
NC(=O)C1CCN(C(=O)Cc2ccsc2)CC1	1	1	-7	0	10	0	-3	-0.3
CN(C(=O)CSc1nc2ccccc2s1)c1c(N)n(Cc2ccccc2)c(=O)[nH]c1=O	-1	-12	-10	-8	4	6	1	2.2
CCC(=O)Nc1ccccc1-c1nc2ccccc2[nH]c1=O	0	6	7	6	-10	-7	3	-1.6
Cc1ccc(S(=O)(=O)Nc2nc(C)c(C(=O)NNS(=O)(=O)c3cc(C)ccc3C)s2)cc1	-4	-5	-11	10	-7	-5	4	-1.0
Cc1ccc(S(=O)(=O)N2CCN(C(=O)COC(=O)CNC(=O)c3ccc(C(C)(C)C)cc3)CC2)c(C)c1	-5	-3	3	2	-5	6	-1	1.5
COc1ccc(Cc2n[nH]c(=O)c3ccccc23)cc1OC	2	12	4	2	-3	-1	-15	-0.1
CN(C)c1nc(-c2ccccc2)c2cnn(Cc3ccccc3)c2n1	-1	8	4	6	-6	-4	18	3.9
COCc1c(C(=O)NC2CCCCCC2)oc2ccccc12	-1	4	-22	3	-4	1	0	-1.9
Cc1cccc(OCCOC(=O)c2ccc(F)c(S(=O)(=O)N3CCOCC3)c2)c1	2	-9	1	5	-5	-1	17	0.9
CCOc1ccc(N(CC(=O)Nc2cccc(C)c2C)S(=O)(=O)c2c(C)[nH]c(=O)[nH]c2=O)cc1	-1	2	2	-1	-2	5	-1	1.3
CC12CCC(C(S(=O)(=O)Nc3ccccc3)C1=O)C2(C)C (centres undefined)	-6	2	1	7	.	.	7	-0.6
Cc1nnc(SCC(=O)c2c(N)n(C3CC3)c(=O)[nH]c2=O)n1C	0	-4	-19	-3	-8	7	4	-1.7
CC1CC(=O)C(C(C2=C(O)CC(C)CC2=O)c2ccccc2)=C(O)C1 (centres undefined)	0	-1	-21	-8	.	.	16	-0.3
CN(C)c1ccc(/C=N/NC(=O)c2nonc2N)cc1[N+](=O)[O-]	0	-2	-5	-9	-2	-1	11	0.2
COc1ccc(C(=O)NCCc2nnc3ccc(SCC(=O)Nc4ccccc4F)nn23)cc1	0	6	1	-13	-4	-2	7	-0.2
C=CCOC(=O)c1sc(NC(=O)c2ccco2)nc1C	-4	-8	-46	-6	-10	-3	-4	3.1
CC(C)(C)OC(=O)C[C@H]1C/C=C\C[C@H](CC(=O)NCCO)C(=O)N[C@@H](c2ccccc2)COC1=O	0	0	-2	-2	-6	0	-4	-0.2
COc1ccc(Cn2nnnc2CN2CCc3ccccc3C2)cc1	1	-9	5	13	-6	-3	5	-0.4
CC(C)(C)N=C1NN=C(c2cc3ccccc3o2)CS1	-13	-5	-105	19	.	.	8	1.8
Cc1ccc(S(=O)(=O)N(C)c2ccc(C(=O)N(C)Cc3nc4ccccc4c(=O)[nH]3)cc2)cc1	-1	-3	2	2	-7	-1	13	-0.1
CCOC(=O)c1cc(NC(=O)C2C3CCC(O3)C2C(=O)O)cc(C(=O)OCC)c1 (centres undefined)	-2	1	-2	-1	-5	-4	-8	-1.7
COc1ccc(C2=NN(C3=NN=C(N)Cc4ncnn43)C(O)(C(F)(F)F)C2)cc1 (centres undefined)	1	-4	-6	-5	1	1	-9	-2.9
O=C(NCc1ccco1)C(c1ccccc1)N(C(=O)Cc1cccs1)c1cccnc1 (centres undefined)	-1	1	-1	1	-6	0	0	1.6
CCN1CCN(S(=O)(=O)c2ccc(S(=O)(=O)NC3CC3)cc2)CC1	0	-6	5	9	-6	-3	-3	-1.6

Next results.
Structure	GRIN3A LBD mod	CXCR6 block	Gli-Sufu antag	EBI2 block	APOBEC3G inh	A3A deaminase	CCR6 antag	MPTP inh
Cc1cc(C)c(S(=O)(=O)c2cccc(Br)c2C)c(=O)[nH]1	-2	-17	-4	-10	-9	-5	2	1.5
CCCCOC(=O)C(C)c1c(C)[nH]c(=S)[nH]c1=O (centres undefined)	-5	3	3	-16	-3	0	-3	0.6
O=C(COC(=O)c1ccccc1C(=O)N1CCN(c2ccccc2)CC1)Nc1ccc(F)cc1	5	-5	-14	7	-2	-3	-5	-0.9
Cc1c(Nc2nc3ccccc3n3cnnc23)cccc1[N+](=O)[O-]	1	4	1	5	-9	-7	17	0.6
CCCOc1ccc(N2C(=O)CC(NCCCN3CCC(C(N)=O)CC3)C2=O)cc1 (centres undefined)	-5	1	-4	3	2	2	-1	1.1
COc1ccc(OC(=O)c2cnc3n(c2=O)CCS3)cc1	0	-9	-5	0	-2	2	9	0.6
Nc1nc2nccc(-c3cccnc3)n2n1	-1	-1	95*	2	3	2	5	-0.9
CCNCc1cc([N+](=O)[O-])ccc1OCC	0	9	9	2	-2	4	4	0.4
O=C1C=CC(=O)N1c1ccc2c(c1)C(NC(=O)C(F)(F)F)c1ccccc1-2 (centres undefined)	-1	79*	8	16	.	.	108*	1.1
CN1CCN(c2ccc(S(=O)(=O)N3CCCCC3)cc2N)CC1	0	0	6	-3	-1	0	2	-0.4
COc1ccc(N2CCN(S(=O)(=O)c3ccc4c(c3)NC(=O)C(C)C(=O)N4)CC2)cc1 (centres undefined)	-1	0	8	-3	-5	-4	1	-1.8
O=C1[C@H]2[C@@H](C(=O)N1c1cc(Cl)cc(Cl)c1)[C@]1(C(=O)Nc3ccccc31)N1CCC[C@@H]21	-5	3	11	2	-4	-1	7	-4.2
O=c1oc(-c2ccco2)nc2ccccc12	-1	-4	12	3	0	-5	8	1.2
COc1ccc(NC(=O)CSc2nnc(-c3ccccn3)n2-c2ccccc2)cc1OC	1	-2	4	-5	-7	-4	-14	0.9
CN(C)Cc1c(O)c(Cl)cc2c3c(c(=O)oc12)CCCC3	-1	4	9	1	6	6	-3	-1.6
Cc1nn(Cc2ccc(Cl)cc2)c(C)c1NC(=O)c1noc2c1CCCCC2	0	-10	-1	-2	-3	1	2	-0.4
